Screening data from PubChem BioAssay.
EPAC2 antag: blocks human EPAC2 exchange factor | EPAC2 GEF exchange of Rap1B-BODIPY-GDP, fluorescence | Potency, µM (titrated, usually from 114 µM), without a hit: top-dose activity, negative = inhibition, usual class: inhibitors | hit rate 0.18% among 360,000; also: potency is read from the fitted curve at half-maximal effect; % is scaled to controls: 0 for no effect and ±100 for the full control effect; nearly all actives have a fitted effect of over 45% in size; many of its hits are not listed in these tables
EPAC2 agonist: activates human EPAC2 exchange factor; Potency, µM (series often up to 154 µM), inactives show top-dose activation, hits mostly activators; EPAC2 activation, biochemical qHTS; response scale: 100% = 6.5 mM cAMP response; hit rate 0.079% among 360,000; Q8WZA2; AID 720711; also: potency is read from the fitted curve at half-maximal effect; nearly all actives have a fitted effect of over 50% in size
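Guanine nucleotide exchange by EPAC2 is measured as reduced fluorescence of BODIPY-GDP once it is released from 250 nM Rap1B. Plates are read kinetically for 30 min at room temperature; results are scaled to 6.5 mM cAMP.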
PTHR1 agonist: agonists of human PTHR1 parathyroid hormone receptor. Q03431. HEK293 GP2 PTHR1 cells, GloSensor cAMP luminescence, 1 h. Potency, µM (titrated, usually from 115 µM), without a hit: at the top dose activation, usual class: activators. hit rate 0.075% among 410,000. AID 743266; also: potency is read from the fitted curve at half-maximal effect; nearly all actives have a fitted effect of over 55% in size; some results filed as inactive show a strong effect at the top dose; inactives centre near -15; many of its hits are not listed in these tables
Target sequence (Q03431 whole entry, looked up): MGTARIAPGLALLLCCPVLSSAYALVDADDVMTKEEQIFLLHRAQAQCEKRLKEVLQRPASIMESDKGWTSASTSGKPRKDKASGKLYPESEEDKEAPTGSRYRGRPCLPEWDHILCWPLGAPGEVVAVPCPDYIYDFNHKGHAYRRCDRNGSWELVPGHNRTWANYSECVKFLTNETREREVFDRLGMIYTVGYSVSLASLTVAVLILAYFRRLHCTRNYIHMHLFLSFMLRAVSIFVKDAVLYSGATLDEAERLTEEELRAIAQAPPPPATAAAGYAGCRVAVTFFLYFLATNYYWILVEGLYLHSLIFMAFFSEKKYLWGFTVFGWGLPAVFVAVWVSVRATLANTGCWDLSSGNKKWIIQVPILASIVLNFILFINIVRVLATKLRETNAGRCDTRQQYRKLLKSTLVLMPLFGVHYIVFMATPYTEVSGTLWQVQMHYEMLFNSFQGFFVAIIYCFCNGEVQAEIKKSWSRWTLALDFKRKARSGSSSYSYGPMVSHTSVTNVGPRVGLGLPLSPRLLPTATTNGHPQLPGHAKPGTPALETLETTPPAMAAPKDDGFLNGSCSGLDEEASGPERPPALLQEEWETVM
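HEK-293-derived GP2 cells expressing PTHR1 and a GloSensor cAMP reporter, 3,000/well, plated overnight, given luciferin plus IBMX (each 0.5 mM as added) for 1 h at 37 °C, then compound for 1 h at 37 °C. Luminescence was read after 15 min at room temperature.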
CCT chaperon mod: cytosolic chaperonin activity modulation | hit rate 0.3% among 360,000 | AID 651819 | activity change, % (no concentration beside the values), hits read low | purified chaperonin ATPase assay, HTRF ADP detection, 30 min; in the data active = activity change below about -30%; also: % is scaled to controls: 0 for no effect and ±100 for the full control effect
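First, chaperonin was dispensed at 40 nM or 20 nM final depending on batch activity. Next, compounds were pinned at 76 uM and ATP added at 10 uM. After 30 min at 37 °C, ADP detection reagents ran 30 min at ambient temperature.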
D3 ag: agonists of human D3 dopamine receptor; P35462; D3R DiscoveRx beta-arrestin cells, luminescence, 90 min; max activation, %; hit rate 0.58% among 410,000; AID 652048; in the data active = max activation above about 30%; also: 0% is about no effect; mostly tested at two doses, the higher about 12 µM
Target sequence (P35462 whole entry, looked up): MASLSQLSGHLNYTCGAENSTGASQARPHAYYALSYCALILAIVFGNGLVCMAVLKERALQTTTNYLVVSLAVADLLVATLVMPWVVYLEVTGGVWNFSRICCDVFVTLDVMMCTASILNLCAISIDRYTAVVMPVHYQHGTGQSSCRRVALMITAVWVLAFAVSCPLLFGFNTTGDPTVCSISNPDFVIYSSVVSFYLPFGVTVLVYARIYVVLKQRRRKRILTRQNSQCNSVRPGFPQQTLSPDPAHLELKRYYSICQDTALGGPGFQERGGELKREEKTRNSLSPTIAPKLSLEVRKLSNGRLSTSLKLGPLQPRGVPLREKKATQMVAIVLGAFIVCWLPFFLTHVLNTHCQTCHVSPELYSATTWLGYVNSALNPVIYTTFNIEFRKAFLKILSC
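Cells at 1500/well, incubated overnight, then treated with pinned compounds (dopamine as control) for 90 min at 37 degrees C. DiscoveRx reagent added for 30 - 60 minutes at room temperature; luminescence read.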
pAkt inh: blocks phosphorylation of Akt. Neuro2A IGF-stimulated pAkt S473 HTRF, 20 min; active compounds read low. activity change, % for hits at 50 µM. hit rate 0.32% among 360,000; in the data active = activity change below about -80%; inconclusive = mostly about -51% to -80%; also: % is scaled to controls: 0 for no effect and ±100 for the full control effect
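Neuro2A cells in DMEM with 0.5% FBS, overnight at 37 deg C, given compound at single 50 µM final, then IGF (6 nM final) for 20 min at 37 deg C. Lysed; phospho-Akt Ser473 by HTRF after 24 h, 665/615 ratio.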
MmCpn inh: blocks the Methanococcus maripaludis chaperonin Mm-Cpn | hit rate 0.031% among 330,000 | purified Mm-Cpn ATPase, ADP Transcreener TR-FRET | Potency, µM (top dose mostly 76.9 µM), for the others: top-dose activity, negative = inhibition, most hits filed as inhibitors; also: potency is read from the fitted curve at half-maximal effect; % is scaled to controls: 0 for no effect and ±100 for the full control effect; nearly all actives have a fitted effect of over 80% in size
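Inhibition of chaperonin ATP hydrolysis is measured as reduced ADP production, detected by competitive TR-FRET in which signal falls with ADP. Final enzyme 25 nM and ATP 10 uM, reacted 30 min at 37°C.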
DRD3 antagonist: antagonists of human D3 dopamine receptor; P35462; D3R cells, DiscoveRx beta-arrestin luminescence, antagonist mode; active compounds read low; max response, negative = inhibition, %; hit rate 2.5% among 360,000; in the data active = max response below about -50%; inconclusive = no clear call, values can overlap the other calls; also: % is scaled to controls: 0 for no effect and ±100 for the full control effect; mostly tested at two doses, the higher about 12 µM
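Cells plated overnight at 1500 cells/well, then exposed to library compounds with dopamine controls for 90 minutes at 37 degrees C. DiscoveRx reagent added for 30–60 minutes at room temperature; luminescence read, quantitative HTS format.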
Numbers without * were called inactive; i = inactive; ? = inconclusive; . = no result given; [ ] = another dose, or the depositor's remark. Unless noted, calls follow the shape of the dose curve; as a rule, active = well fitted curve in the direction sought with a large enough effect; inconclusive = small, poorly fitted or top-dose-only effect, or another doubt; inactive = no such curve, though single readings can be large; an effect the other way counts as inactive or inconclusive. The list is partial (hit frequency here may not be typical).

item | SMILES | EPAC2 antag | EPAC2 agonist | PTHR1 agonist | CCT chaperon mod
1 | CCCCSc1nc(N)c(C#N)c(-c2cccs2)c1C#N | 0% | 20% | -36%[inhibitor] | -0.7
2 | Cc1ccc2cc(CN(C(=O)c3cccnc3)C(C)C)c(=O)[nH]c2c1 | 7% | 10% | i | -1.6
3 | Cn1c(=O)c2cc(NC(=O)CCc3ccc(O)cc3)ccc2n1Cc1cccc(C(F)(F)F)c1 | -20% | 5% | -2% | -1.8
4 | COc1cc(/C=C/C(=O)Nc2nnc(C(C)(C)C)s2)cc(OC)c1OC | -3% | -9% | i | -2.4
5 | CC1(C)CC(=O)c2cn3c(nc2C1)nc1ccccc13 | -1% | 10% | 21% | -1.5
6 | O=C(N/N=C/c1cccc(OCC(=O)N2CCCC2)c1)C(=O)Nc1ccccc1F | -2% | 7% | i | 0.3
7 | CCC1(CC)Cc2ccccc2C(=O)N1 | 3% | 12% | i | -1.0
8 | Cc1cc(C)c2c(=O)n3c(nc2c1)C(Cc1ccc(O)cc1)NC(=O)c1cccnc1-3 (centres undefined) | -3% | 0% | -24% | -0.1

item | D3 ag | pAkt inh | MmCpn inh | DRD3 antagonist
1 | 5 | i | -8% | 8
2 | -8 | . | -1% | ?
3 | 16 | i | . | 15
4 | 14 | i | 0% | 25
5 | -8 | i | 1%[15.4 µM] | 11
6 | 0 | i | 1% | 21
7 | 5 | i | ? | 9
8 | -8 | i | . | 0

Continued.
item | SMILES | EPAC2 antag | EPAC2 agonist | PTHR1 agonist | CCT chaperon mod
9 | O=C1CCC(/C=C/c2ccccc2)=NN1Cc1ccc(F)cc1 | -15% | 15% | -14% | -0.5
10 | CCOc1cc(C(=O)Nc2ccc(NC(C)=O)cc2)ccc1OCC(=O)N1CCCCC1 | -7% | 1% | i | 3.3
11 | COc1ccccc1NC(=O)CCN1CCCCCC1 | -5% | 12% | i | -3.7
12 | CC(C)C[C@@H](CSc1ccc(Br)cc1)N1CCN(C)CCC1=O | -8% | 8% | i | 0.7
13 | O=C(Nc1ccccc1)NC1CCCCCCC1 | 1% | 12% | -2% | -1.7
14 | C/C(=N\Nc1cc(N2CCOCC2)nc(C)n1)c1cccc([N+](=O)[O-])c1 | 2% | 2% | ? | -0.7
15 | O=S(=O)(c1ccccc1F)N1CCN(CC(O)c2ccccc2)CC1 (centres undefined) | 3% | 3% | -18% | -0.4
16 | C[C@H](O)[C@@H]1C(=O)N2CCc3ccc(N4CCOCC4)cc3[C@@H]2C[C@@H]1N(C)C(=O)C(C)(C)C | -7% | -2% | -10% | 0.3

item | D3 ag | pAkt inh | MmCpn inh | DRD3 antagonist
9 | -20 | i | 1% | 0
10 | 6 | i | 1% | ?
11 | -33 | i | -4% | -111*
12 | -15 | i | 0% | 1
13 | 11 | i | . | -11
14 | 5 | i | -3% | 40
15 | 4 | i | -5% | -11
16 | 0 | i | . | 23

Single records, as listed above.
CCOc1cc(C(=O)Nc2ccc(NC(C)=O)cc2)ccc1OCC(=O)N1CCCCC1 reads EPAC2 antag = -7%; EPAC2 agonist = 1%; PTHR1 agonist = i; CCT chaperon mod = 3.3; D3 ag = 6; pAkt inh = i; MmCpn inh = 1%; DRD3 antagonist = ?
C[C@H](O)[C@@H]1C(=O)N2CCc3ccc(N4CCOCC4)cc3[C@@H]2C[C@@H]1N(C)C(=O)C(C)(C)C reads EPAC2 antag = -7%; EPAC2 agonist = -2%; PTHR1 agonist = -10%; CCT chaperon mod = 0.3; D3 ag = 0; pAkt inh = i; MmCpn inh = .; DRD3 antagonist = 23
COc1ccccc1NC(=O)CCN1CCCCCC1 reads EPAC2 antag = -5%; EPAC2 agonist = 12%; PTHR1 agonist = i; CCT chaperon mod = -3.7; D3 ag = -33; pAkt inh = i; MmCpn inh = -4%; DRD3 antagonist = -111*

The listing continues.
item | SMILES | EPAC2 antag | EPAC2 agonist | PTHR1 agonist | CCT chaperon mod
17 | Cc1ccc([N+](=O)[O-])cc1N=C(c1cccc(Br)c1)N1CCOCC1 | 1% | 18% | -8%[57.5 µM] | -0.6
18 | COc1ccc(NC(=O)Cn2nc([N+](=O)[O-])c(Cl)c2C)cc1OC | 6% | 12% | i | -1.9
19 | CCOC(=O)c1csc(NC(=O)CSc2nnnn2CC)n1 | 6% | -2% | -3%[57.5 µM] | 0.9
20 | O=C1C2=C(C(c3ccccc3)=NCCN2)C(c2cccc([N+](=O)[O-])c2)N1c1ccccc1 (centres undefined) | -3% | 0% | -16% | -0.6
21 | COc1c2ccoc2c(OC)c2oc(=O)ccc12 | 4% | 7% | -2% | -2.0
22 | O=C(O)c1ccc2c(c1)C(=O)N(c1cccc3ccccc13)C2=O | 2% | -3% | i | 1.8
23 | Cc1ccc(S(=O)(=O)N2CCCCC2)cc1NC(=O)CNc1ccc(C(F)(F)F)cc1 | -19% | 9% | -18% | -0.9
24 | CCOC(=O)c1cc2cc(C)ccc2[nH]1 | -3% | -3% | -32%[inhibitor] | -5.2

item | D3 ag | pAkt inh | MmCpn inh | DRD3 antagonist
17 | 1 | i | -2% | ?
18 | -1 | i | 1% | -4
19 | 2 | i | 0% | -3
20 | 4 | i | -1% | 12
21 | 2 | i | 2% | 8
22 | -1 | i | 2% | 21
23 | -7 | i | -1% | -10
24 | 2 | i | -1% | 14

Next part
item | SMILES | EPAC2 antag | EPAC2 agonist | PTHR1 agonist | CCT chaperon mod
25 | O=C(CNC(=O)c1ccc2ccccc2c1)Nc1ncccc1O | 2% | 5% | -54%[inhibitor] | 0.8
26 | COc1ccc2oc(=O)c(C(=O)NCc3ccc4c(c3)OCO4)cc2c1 | 10% | -3% | i | -0.2
27 | COc1ccc(OC)c(NC(=O)CCN2CCCCC2)c1 | 2% | -6% | i | 0.9
28 | CN(C)c1ccc(NC(=O)CSc2nnc(-c3cnccn3)n2C)cc1 | -5% | 6% | -11% | 2.8
29 | O=C(NCc1cccnc1)NC1CC(=O)N(c2ccc3c(c2)OCCO3)C1 (centres undefined) | 5% | 3% | -4% | 1.6
30 | CC1(C)c2[nH]c3ccccc3c2C[C@H]2C(=O)N(N)CC(=O)N21 | 3% | 4% | i | 1.3
31 | COc1ccc(CCN(Cc2cc3cc(C)ccc3[nH]c2=O)C(C)=O)cc1OC | 4% | 3% | -16% | -2.3
32 | CCN(CC(=O)Nc1cccc(S(=O)(=O)N(C)c2ccccc2)c1)Cc1cccs1 | -1% | 11% | -23% | -3.5

item | D3 ag | pAkt inh | MmCpn inh | DRD3 antagonist
25 | 5 | i | 0% | 8
26 | 3 | i | 1% | 1
27 | 0 | i | 2% | -14
28 | -8 | i | -3% | -2
29 | 26 | i | -2% | 4
30 | 3 | i | -3% | 0
31 | -11 | i | 0% | 25
32 | -8 | i | -4% | 13

Additional results
item | SMILES | EPAC2 antag | EPAC2 agonist | PTHR1 agonist | CCT chaperon mod
33 | COc1ccc(CNC(=O)C(=O)NCC2OCCN2C(=O)c2ccc(OC)cc2)cc1 (centres undefined) | -3% | 8% | -15% | -1.4
34 | CC(C)(C)c1cc(OS(C)(=O)=O)ccc1O | -26% | 6% | -33%[inhibitor] | -0.5
35 | COc1ccc(/C=C/C(=O)N(C)c2ccccc2C(=O)O)cc1 | -3% | -14% | -16% | -0.3
36 | C[C@H]1CN([C@@H](C)CO)S(=O)(=O)c2ccc(C3=CCCC3)cc2O[C@@H]1CN(C)C(=O)C1CCCCC1 | ? | 1% | -26% | -2.9
37 | O=C(CNC(=O)c1sc2ccccc2c1Cl)NCc1cccc(C(F)(F)F)c1 | 7% | -10% | i | 3.3
38 | O=C(NCc1cccnc1)c1cccn2c(=O)c3sccc3nc12 | -1% | 8% | -7% | 0.6
39 | O=C(COc1coc(CN2CCCc3ccccc32)cc1=O)Nc1cccc([N+](=O)[O-])c1 | 9% | -4% | i | 0.8
40 | C[n+]1ccccc1N1CCN(c2ccccc2Cl)CC1 | 1% | 2% | i | 0.4

item | D3 ag | pAkt inh | MmCpn inh | DRD3 antagonist
33 | -7 | i | 0% | ?
34 | 0 | i | 0% | -6
35 | 4 | i | 1% | 11
36 | -5 | i | . | -17
37 | 1 | i | -16% | 24
38 | -4 | i | -1% | 29
39 | 3 | i | 1% | 3
40 | -9 | i | 1% | 12

New compounds follow.
item | SMILES | EPAC2 antag | EPAC2 agonist | PTHR1 agonist | CCT chaperon mod
41 | Cc1ccccc1C(=O)N1CCC(C(=O)N2CCCc3ccccc32)CC1 | 13% | -1% | i | 0.1
42 | COc1ccc(OCC(=O)Nc2cc(C)c(Cl)cc2OC)c([N+](=O)[O-])c1 | 5% | 4% | i | 0.3
43 | C[C@H](CO)N1C[C@H](C)[C@H](CN(C)C(=O)Nc2ccc(F)cc2)Oc2c(NC(=O)c3ccc(-c4nccs4)cc3)cccc2C1=O | 4% | 10% | i | -2.9
44 | CCN1CCN(c2ccc(NC(=O)CC3OC(=O)c4ccccc43)cc2C)CC1 (centres undefined) | -5% | 3% | 10% | 2.1
45 | CC(=O)c1cccc(S(=O)(=O)N2CCn3cccc3C2C)c1 (centres undefined) | 16% | 1% | -11% | -2.8
46 | N=c1ccn(Cc2ccc(Cl)cc2Cl)cc1 | 11% | 12% | i | -0.9
47 | CC(=O)c1ccc(NC(=O)c2ccc3c(=O)n4c(nc3c2)CCCCC4)cc1 | 6% | 5% | -67%[inhibitor] | -0.5
48 | O=C(c1ccc(Cl)cc1)c1ccccc1C(=O)N1CCOCC1 | 4% | 4% | -16%[57.5 µM] | 3.4

item | D3 ag | pAkt inh | MmCpn inh | DRD3 antagonist
41 | 2 | i | -2% | -6
42 | 6 | i | 0% | 14
43 | 6 | i | -3% | 15
44 | -1 | i | . | -14
45 | 2 | i | 1% | -10
46 | -7 | i | 2% | -27
47 | -9 | i | 1% | -10
48 | 5 | i | -2% | -10

Remaining list, next part.
item | SMILES | EPAC2 antag | EPAC2 agonist | PTHR1 agonist | CCT chaperon mod
49 | COc1ccc(CCNC(=O)CCCN2C(=O)c3ccccc3C2=O)cc1 | -9% | -7% | i | -1.4
50 | COc1ccccc1C(=O)Nc1ccc2[nH]ncc2c1 | 7% | 13% | -7% | -2.2
51 | COc1ccc(C#Cc2c(C=O)n(C)c3ccccc23)cc1 | 5% | 13% | -21% | -2.1
52 | COc1cccc(NC(=O)N2CCCC2C(=O)NC2CCCCC2)c1 (centres undefined) | 6% | -7% | -1% | -0.7

item | D3 ag | pAkt inh | MmCpn inh | DRD3 antagonist
49 | 3 | i | -1% | 1
50 | 1 | i | 2% | -5
51 | 24 | i | 0% | 27
52 | -8 | i | 2% | -1
